Bioassay records (PubChem)
TRPM1 prom inh = inhibitors of MITF-driven TRPM1 promoter in melanoma cells. SK-MEL-5 TRPM1 promoter luciferase, 24 h. inhibition, % at 12.5 µM. actives 0.83% (n = 330,000). AID 488899;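 active = mean inhibition across replicates of 60% or more, whatever share of single replicates reaches that level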; also: values of inactives mirror those of a sister screen read the other way
TROY signal inh = inhibitors of TROY-dependent NF-kB signaling; Q293 LMP1-TROYcd NF-kB luciferase reporter, 4 h; inhibition, % at 10 µM; actives 0.98% (n = 360,000); AID 1347056;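 active = compounds whose plate-normalised and pattern-corrected inhibition of the luciferase reporter signal at the single screening dose is 50% or more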
Shn3 inh set2 = inhibitors of Schnurri-3 3'UTR reporter in osteoblasts | inhibition, % at 12.5 µM | actives 0.52% (n = 360,000) | Clone20 osteoblast Shn3 3'UTR firefly luciferase, 24 h;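 active = mean inhibition of at least 75% with every replicate also reaching 75%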;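 also: 0% = median of neutral control wells and 100% = pilot-screen positive control compound; some compounds past the cut are filed as inactive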
TWEAK Fn14 block = inhibitors of TWEAK-Fn14 interaction signaling; TWEAK-stimulated Fn14 reporter cells, luciferase luminescence, 8 h; inhibition, % at 10 µM; actives 2% (n = 360,000); AID 1159606; in the data active = inhibition above about 50%
NR2E3 ag-1 = NR2E3 (human) agonism. Q9Y5X4. GST-NR2E3/biotin-RetCOR TR-FRET, 1536-well. inhibition of corepressor binding, % at 4.78 µM. actives 0.12% (n = 320,000). AID 2300;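 active = percent inhibition above the cutoff of mean plus 3 SD of all tested compounds, set per screening campaign, cut at about 20% in these data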;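 also: 0% = DMSO wells and 100% = biotin wells as full block of FRET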
Target sequence (Q9Y5X4 whole entry, looked up): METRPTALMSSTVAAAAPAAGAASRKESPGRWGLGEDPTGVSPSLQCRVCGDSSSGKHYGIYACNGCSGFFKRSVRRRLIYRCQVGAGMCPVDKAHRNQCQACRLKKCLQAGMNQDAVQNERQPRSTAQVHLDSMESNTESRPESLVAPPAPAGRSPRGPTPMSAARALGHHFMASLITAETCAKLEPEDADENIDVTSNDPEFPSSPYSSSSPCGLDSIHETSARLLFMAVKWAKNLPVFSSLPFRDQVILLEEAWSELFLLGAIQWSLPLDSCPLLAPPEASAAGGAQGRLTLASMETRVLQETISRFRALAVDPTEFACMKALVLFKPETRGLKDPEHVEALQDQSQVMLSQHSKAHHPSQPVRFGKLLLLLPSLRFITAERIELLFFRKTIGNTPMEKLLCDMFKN
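Format: 1536-well format; test system: GST-NR2E3 and biotin-RetCOR proteins; read-out basis: percent inhibition of TR-FRET ratio; timing: 5 h incubation at 4 °C; detection: time-resolved FRET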
KKLEB cytotox = reduces viability of KKLEB cystic fibrosis airway cells; KKLEB CF airway cells viability, ATPlite luminescence, overnight; active compounds read low; cells stimulated with P. aeruginosa culture filtrate; activity change (cytotoxicity), % at 5 µM; actives 0.36% (n = 360,000); AID 602141;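 active = corrected activity change at or below -50% at 5 µM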
TRAIL sens C8 = sensitizes caspase-8 expressing cells to TRAIL. actives 1% (n = 360,000). NB7+C8 cells + TRAIL, ATPlite viability luminescence. inhibition (viability loss, TRAIL sensitization), % at 10 µM;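 active = compounds causing at least 50% loss of cell viability in the single-dose screen, relative to plate controls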
HIF-2a inh = inhibitors of HIF-2a; 786-0 RCC cells HIF-2a reporter, luciferase luminescence, overnight; inhibition, % at 18.8 µM; actives 0.72% (n = 360,000); AID 624352;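 active = inhibition of the luminescence signal of 40% or more relative to plate controls, in a single-dose primary screen at 18.75 µM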
NR2E3 ag-2 = activates human NR2E3 receptor. CHO-S Gal4-NCOR/VP16-NR2E3 two-hybrid, luciferase. inhibition of corepressor binding, % at 3.98 µM. actives 0.35% (n = 360,000). AID 602229;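 active = inhibition above the mean of all tested compounds plus 3 SD, cut at about 70% in these data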;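 also: 0% = DMSO with NR2E3 transfected cells and 100% = cells lacking NR2E3 construct; higher means lower luciferase signal from less NR2E3 corepressor binding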
CF NFkB block = inhibitors of cystic fibrosis induced NF-kB. KKLEB NF-kB-GFP reporter, PAF-induced, GFP fluorescence overnight. inhibition, % at 5 µM. actives 0.86% (n = 360,000);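 active = at least 50% inhibition at 5 µM, scaled per plate between neutral and stimulator controls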;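 also: PAF is a Pseudomonas aeruginosa culture filtrate used as stimulus; plate controls were PAF-stimulated DMSO wells for no effect and unstimulated DMSO wells for full effect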
Peg3 promoter = Peg3 promoter activity inhibition | HeLa PEG-Prom luciferase reporter, luminescence, overnight | inhibition, % at 20 µM | actives 1.7% (n = 360,000);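 active = inhibition of at least 50% at 20 µM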
The depositor's hits bear a star; x = not tested or not shown. The list is partial; the hit share may differ from the screen's.

SMILES	TRPM1 prom inh	TROY signal inh	Shn3 inh set2	TWEAK Fn14 block	NR2E3 ag-1	KKLEB cytotox	TRAIL sens C8	HIF-2a inh	NR2E3 ag-2	CF NFkB block	Peg3 promoter
C/C(=N\N=C1\NC(=O)C(CC(=O)NCc2ccccc2)S1)C(C)C (stereo unspecified)	9.8	6.5	-0.8	-0.4	-1.1	0.7	-7.0	14.0	-5.5	-4.4	10.5
CCOc1c(OC(C)=O)ccc(/C=C2\N=C(SCC)SC2=O)c1[N+](=O)[O-]	0.8	-17.9	-14.8	-0.2	-1.9	4.1	-6.3	3.0	4.3	-9.1	17.6
NS(=O)(=O)c1ccc(CCNC(=O)/C=C/c2ccc(S(=O)(=O)N3CCOCC3)cc2)cc1	-2.1	-13.8	1.1	83.8*	x	9.4	-9.1	10.9	-17.8	-15.6	3.8
O=C(c1cc(-c2ccccc2O)on1)N1CCOCC1	-90.4	-23.6	-71.9	0.6	-2.1	2.6	5.0	-254.6	-88.0	-1.4	-289.1
COC(=O)C1(C(C[N+](=O)[O-])c2ccco2)C(=O)NCC1c1ccccc1 (stereo unspecified)	10.4	-2.8	-5.9	0.1	3.4	-6.1	-12.1	10.1	-9.7	9.6	-4.1
CC(=O)Nc1sc(C)c(C)c1C(=O)OCC(=O)Nc1ccc(S(N)(=O)=O)cc1	9.4	2.8	7.6	7.8	x	-19.0	-8.3	-1.7	-20.2	10.2	-24.3
COCCN(CCOC)C(=O)c1ccc(CSc2nc3ccccc3s2)cc1	-7.5	-25.0	-7.3	-9.9	0.0	10.0	10.7	-139.6	13.8	-7.6	-121.9
Cc1ccc(NC(=O)CN(C)C(=O)c2cc3ccccc3o2)cc1	-6.4	8.5	-7.3	12.0	-2.5	6.3	0.0	12.6	-21.3	-20.5	6.9
Nc1nc(CSc2nnc(-c3cccc(F)c3)n2-c2ccccc2)nc(N2CCOCC2)n1	6.3	-8.0	2.9	-22.0	0.0	13.6	-1.1	17.1	-12.3	10.6	9.2
Cc1ccc(C)c(CSCC(=O)NCc2cccs2)c1	-5.8	3.9	6.2	-3.0	-2.3	-8.3	-3.7	3.1	-2.3	-4.8	4.6
COc1cc(OC)c(/C=N/n2c(C)nnc2C)c(OC)c1	8.2	19.7	-13.3	-9.4	1.5	2.6	-7.8	12.8	-3.8	0.9	10.6
O=C(CN1CCCCCC1)N1c2ccccc2C=Cc2ccccc21	8.8	15.0	1.0	14.3	-0.4	-8.1	1.2	13.1	-22.4	-4.1	11.2
O=c1[nH]c(CSc2ncc(C(F)(F)F)cc2Cl)nc2cc(C(F)(F)F)ccc12	7.7	-4.1	5.7	-7.9	0.8	-3.1	18.3	5.4	-14.0	-18.3	18.2
O=C(Nc1ccccc1)Nc1snnc1C(=O)Nc1cccc(O)c1	-19.9	-41.3	6.0	-7.7	x	-10.1	10.5	-53.7	-17.4	5.2	-37.8
Cc1ccc(S(=O)(=O)CCC(=O)NC2CCCC2)cc1	4.5	-14.5	7.9	-2.1	1.6	4.4	-7.3	4.6	-4.2	-33.4	14.2
CCOC(=O)CSc1nc2c(sc(=S)n2-c2ccccc2OC)c(=O)n1-c1ccccc1OC	13.1	-22.2	5.2	-25.7	-2.9	-0.1	-14.4	11.2	7.3	-7.1	18.6
O=C1NC(=O)C2(CCCC2C(=O)O)N1 (stereo unspecified)	-0.7	-14.8	12.7	6.3	x	-10.7	0.2	2.3	-18.6	15.6	-1.8
COc1ccc(NS(=O)(=O)c2ccc(NC(=O)c3ccc(CN4CCOCC4)cc3)cc2)cc1	35.4	21.0	49.5	41.9	0.9	2.0	33.2	24.8	6.0	11.6	9.7
COc1ccc(N2CCN(C(=O)C3CCN(S(=O)(=O)c4ccc(F)cc4)CC3)CC2)cc1	-3.4	-7.1	-19.3	-1.6	-0.9	7.9	14.9	22.9	-14.0	1.2	-3.2
CCCCN(CC)C(=O)c1cc2cc3ccc(Cl)cc3nc2o1	-4.3	-23.4	-49.8	-45.0	1.6	-1.9	17.1	-151.0	-51.4	-15.3	-160.9
COc1ccc(CCC(C)NCCc2ccc(Cl)cc2Cl)cc1 (stereo unspecified)	31.6	-21.7	16.8	0.7	2.3	-6.9	1.1	-2.5	-0.9	14.6	8.6
CCc1nc2ccc(C(=O)N(CC)CCN(C)C)cn2c1N(C)C(=O)c1cccc(OC)c1	x	4.4	4.3	-5.6	x	-2.3	-8.6	4.5	-27.9	-10.9	9.1
Cc1cc(O)c(NC(=O)c2cc([N+](=O)[O-])ccc2Cl)cc1C	9.3	-14.9	-18.4	16.0	1.6	-32.8	-10.8	-28.6	-2.1	-22.2	-5.4
CN1C(=S)SC(/[N+]([O-])=C\c2ccccc2)C1(C)C (stereo unspecified)	-5.1	6.2	-0.3	-13.9	-0.6	-4.9	-12.7	-2.4	-16.2	10.5	10.9
COC(=O)c1ccccc1NC(=O)CSc1nc2ccsc2c(=O)n1Cc1ccc(C(=O)O)cc1	x	4.3	-6.4	1.2	x	-3.8	5.4	11.5	21.1	-7.8	-6.0

The closing 2 compounds of the section before open the next one:
SMILES	TRPM1 prom inh	TROY signal inh	Shn3 inh set2	TWEAK Fn14 block	NR2E3 ag-1	KKLEB cytotox	TRAIL sens C8	HIF-2a inh	NR2E3 ag-2	CF NFkB block	Peg3 promoter
CN1C(=S)SC(/[N+]([O-])=C\c2ccccc2)C1(C)C (stereo unspecified)	-5.1	6.2	-0.3	-13.9	-0.6	-4.9	-12.7	-2.4	-16.2	10.5	10.9
COC(=O)c1ccccc1NC(=O)CSc1nc2ccsc2c(=O)n1Cc1ccc(C(=O)O)cc1	x	4.3	-6.4	1.2	x	-3.8	5.4	11.5	21.1	-7.8	-6.0
O=S(=O)(NCCSc1ccc(Cl)cc1)c1ccc(F)cc1	1.0	-4.2	13.9	-0.1	5.6	5.3	5.2	14.6	16.8	2.4	29.8
O=C(Cn1c(=O)c2ccccc2n(CC(=O)N2CCCCC2)c1=O)N1CCCCC1	-16.7	-1.9	76.3	1.1	3.1	12.6	-17.2	10.9	-9.2	-13.3	-15.5
CS(=O)(=O)N(CCc1ccccc1)CC(=O)N1CCc2ccccc2C1	-1.8	-12.1	15.1	-7.4	-2.6	3.2	-6.8	12.0	-11.1	-4.1	19.8
COc1ccc(N=C2SCC(c3ccc(C)cc3)=NN2CCO)cc1	-2.1	8.8	14.8	-9.2	1.1	-5.7	9.1	-21.4	0.6	21.8	-8.1
CCN(CC)S(=O)(=O)c1ccc(C)c(NC(=O)Cc2ccc(S(=O)(=O)N3CCOCC3)s2)c1	12.0	3.6	19.1	2.0	-0.4	4.0	10.2	8.6	13.5	-38.8	-41.1
O=C(Cn1c(C(F)(F)F)nc2ccccc21)Nc1ccccc1N1CCOCC1	-9.9	12.5	1.7	4.2	1.0	5.3	23.8	26.3	-19.2	-10.0	9.2
CC(=O)c1ccc(N2CCN(C(=O)c3cc(-c4ccncc4)nc4ccc(Cl)cc34)CC2)cc1	-5.1	9.8	-15.8	-3.2	2.4	-6.7	2.9	-19.0	26.5	-38.1	25.8
Cc1cccc(/C=C/C(=O)c2cc(Br)ccc(=O)c2O)c1	22.2	-3.4	4.8	28.3	-1.4	-1.7	-1.8	3.1	4.1	-22.4	-42.0
O=C(CCN1CCCCC1)N/N=C/c1ccc(Br)cc1	-1.3	-9.2	-3.7	5.6	2.6	5.3	0.4	6.4	24.6	-13.0	-4.8
CCCCCCCCCCCCS[C@H]1CS(=O)(=O)C[C@@H]1O	4.1	-8.2	-3.0	-14.1	1.6	-8.6	1.6	12.2	24.4	9.9	12.2
Cc1ccc(-n2cc(-c3ccccc3)c3c(N4CCOCC4)ncnc32)cc1	1.2	22.6	-31.8	27.4	x	-16.8	9.4	16.5	-0.6	84.5*	66.8*
COc1ccc(NC(=O)CN2CCC(C(N)=O)(N3CCCCC3)CC2)c(OC)c1	-1.5	5.5	5.2	-7.4	-2.9	-0.9	1.7	12.9	-10.6	5.7	6.0
COc1ccccc1C(=O)C1CCCN(C(=O)c2ccccc2C(C)=O)C1 (stereo unspecified)	-51.9	-30.9	-29.8	-6.6	x	-3.0	7.1	-145.1	-39.7	-0.7	-131.6
Cc1cc(C(=O)C(C)Cl)c(C)n1Cc1ccco1 (stereo unspecified)	0.2	-3.0	-0.8	13.3	-0.9	-2.7	-1.0	15.4	-7.7	5.7	14.6
O=C(NCC1OCCc2ccccc21)c1cc(COc2c(F)cccc2F)on1 (stereo unspecified)	-31.8	-28.6	-11.8	-6.1	0.9	0.3	-4.8	-130.5	-52.9	-5.8	-74.0
Cc1nc(NC(=O)COC(=O)[C@@H](NC(=O)c2ccco2)C(C)C)c(Cl)cc1Cl	4.6	-3.1	-2.6	-3.2	x	-6.7	-2.4	-5.2	10.5	19.9	5.2
N=c1c(C(=O)NCCc2ccccc2)cc2c(=O)n3ccccc3nc2n1Cc1ccco1	-13.4	28.7	12.2	75.0*	-0.8	-3.0	22.4	-96.8	-15.8	-2.7	18.9
CCOC(=O)c1nn(-c2ccc(Cl)cc2)c2nnc(Cc3ccccc3)c(=O)n12	-16.8	4.4	3.3	-12.2	-2.5	6.4	-11.1	9.4	-7.5	6.8	11.5
COc1ccccc1-c1nc(COc2ccc(Cl)cc2Cl)no1	-147.8	-66.8	-83.1	-43.7	-0.2	0.5	12.9	-352.9	-150.2	-2.4	-295.1
CC(OC(=O)c1cc2sccc2n1C)C(=O)NCc1cccs1 (stereo unspecified)	-8.9	-6.9	3.5	2.3	-0.9	-4.1	-14.3	-9.7	7.2	5.3	3.7
C[C@@H]1CCCCO[C@H](CN(C)C(=O)c2ccccc2)[C@@H](C)CN([C@H](C)CO)C(=O)c2cc(NC(=O)c3ccncc3)ccc2O1	x	-7.7	-9.6	0.2	x	11.5	-4.4	-1.6	-28.2	-13.7	-6.7
CC(C)NC(=O)COC(=O)c1ccccc1CSC1=NCCS1	0.3	-4.4	0.1	23.2	0.1	-8.6	4.0	-8.1	-29.8	11.3	7.5
O=C(Cn1cnc2cc([N+](=O)[O-])ccc2c1=O)Nc1ccc(N2CCOCC2)cc1	7.3	15.3	-12.3	-7.0	3.9	-3.1	6.0	5.3	4.1	-3.8	9.2
CN1OC[C@@H]2CN(S(=O)(=O)c3cc(Cl)cc(Cl)c3)[C@H](c3ccc(-c4ccc(C#N)cc4)cc3)C[C@@H]21	x	7.7	15.4	3.1	x	-26.7	2.4	-8.8	7.0	29.8	3.6
CCn1cc([N+](=O)[O-])c(=O)c2cc(F)c(N3CCOCC3)cc21	-2.8	-3.1	-1.4	7.7	-1.0	3.0	2.1	28.7	-30.5	-6.0	19.3
COc1ccccc1S(=O)Cc1ccc(C(=O)O)o1 (stereo unspecified)	-5.0	19.0	2.6	4.7	-1.9	-3.7	-9.2	5.6	-3.6	7.1	-5.0
COc1cc(NC(=O)C/C(C)=N/NC(=O)Cc2ccc(Cl)cc2)c(OC)cc1Cl	3.3	2.1	1.3	-7.9	-2.3	13.5	-6.6	13.5	-10.7	-8.3	4.0
O=C(c1cccs1)N(C(=O)c1cccs1)c1ccc(Br)cn1	-27.3	-21.1	-49.8	20.2	-2.2	2.4	19.2	-236.8	-99.4	19.1	-271.8
Cc1ccc(NC(=O)c2cc3ccccc3o2)cc1Cl	-104.8	-72.5	10.0	-13.8	x	-11.6	14.5	-318.9	-165.3	3.1	-322.0
